Bioassay records (PubChem)
GlmU inhibition: inhibition of mycobacterial GlmU enzyme – biochemical, glucosamine-1-phosphate acetyltransferase (AID 1376); M. tuberculosis GlmU acetyltransferase enzyme assay; higher % means a stronger effect; one-dose inhibition, %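 (tested at 30 µM in the primary screen)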; IC50 in µM for titrated hits; actives 0.25% (n = 220,000); in the data active = inhibition above about 13%; inconclusive = no clear call, values can overlap the other calls;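 also: 0% = complete reaction with vehicle and 100% = reaction without substrate; strong numbers were not always called active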
Mtb RmlCD inh: blocks M. tuberculosis RmlC and RmlD coupled enzymes. inhibition, % at 3.6 µM. actives 0.03% (n = 160,000). RmlC+RmlD coupled enzyme assay, percent inhibition; primary screen in compound mixtures. P9WH09+P9WH11; in the data active = inhibition mostly above about 34%, no sharp cut-off; inconclusive = no clear call, values can overlap the other calls; inactive = mostly below about 22%; also: some results filed as inactive read as strong as hits
Target sequence (P9WH09 whole entry, looked up): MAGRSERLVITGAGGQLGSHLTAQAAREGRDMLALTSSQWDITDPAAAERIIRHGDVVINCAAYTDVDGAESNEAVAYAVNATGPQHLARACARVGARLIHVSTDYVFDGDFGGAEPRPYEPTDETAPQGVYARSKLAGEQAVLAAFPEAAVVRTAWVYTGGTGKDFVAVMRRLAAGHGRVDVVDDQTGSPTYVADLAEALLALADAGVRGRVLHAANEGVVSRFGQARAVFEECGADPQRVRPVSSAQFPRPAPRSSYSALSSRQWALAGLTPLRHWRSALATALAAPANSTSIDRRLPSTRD
Target sequence (P9WH11 whole entry, looked up): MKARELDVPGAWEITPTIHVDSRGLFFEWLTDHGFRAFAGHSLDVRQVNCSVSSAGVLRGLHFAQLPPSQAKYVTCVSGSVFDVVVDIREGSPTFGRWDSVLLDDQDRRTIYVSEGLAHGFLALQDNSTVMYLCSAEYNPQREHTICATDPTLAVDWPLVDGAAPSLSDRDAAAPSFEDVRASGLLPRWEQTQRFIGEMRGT
* hit, by the source's call; ? = inconclusive; . = no result given.

smiles	GlmU inhibition	Mtb RmlCD inh
O=C(CSCc1cnn(-c2ccccc2)c1-n1cccc1)NCc1cccs1	0.9%	2
COc1cc(/C=N/NC(=O)CCc2n[nH]c(=O)[nH]c2=O)cc(OC)c1OC	-2.2%	.
O=C(Cn1nc2sc3ccccc3n2c(=O)c1=O)c1ccc(Cl)cc1	0.2%	-8
O=C(Nc1ccc(Cl)cn1)c1ccc(COc2ccccc2Br)o1	0.4%	1
CCOC(=O)C1=c2/c(=C/c3ccncc3)c(N)c(C(=O)OC)n2C(=O)C(c2ccncc2)S1 (centres undefined)	-3.8%	-10
O=C(CSc1nnc(-c2cc(-c3cccs3)nc3ccccc23)o1)NC1CCCCC1	1.8%	.
C=CCn1c(=O)/c(=C/c2ccc(Cl)cc2)s/c1=C(/C#N)c1nnc2n1CCCCC2	0.5%	9
CCc1ccc(-c2csc3ncn(CC(=O)N4CCOCC4)c(=O)c23)cc1	2.1%	8
Cc1ccc(C(=O)N(CC(=O)NC2CCCC2)c2ccc3c(c2)OCCO3)s1	-4.8%	-3
Cc1cc(NS(=O)(=O)c2ccc(NC(=O)C(C)N3C(=O)c4ccccc4C3=O)cc2)nc(C)n1 (centres undefined)	-2.4%	10
CC1CC(C)CN(CC(=O)Nc2ccc(S(N)(=O)=O)cc2)C1 (centres undefined)	-8.7%	18
O=C(O)CCC(=O)Nc1ccc2c(c1)oc1ccccc12	3.5%	9
Cc1ccc(C)c(N2CCN(C(=O)c3cccn4c(=O)c5sccc5nc34)CC2)c1	-3.3%	-7
CCn1cc(/C=C/C(=O)Nc2c(C)nn(Cc3ccccc3C)c2C)cn1	-4.0%	-10
COCCCNC(=O)CCn1c(=O)c2ccccc2n(CC(=O)Nc2ccc(C)cc2C)c1=O	-0.7%	69
CCCC1=C(C(=O)OCC)C(c2ccc(O)cc2)n2ncnc2N1 (centres undefined)	2.5%	-13
CN(C)S(=O)(=O)c1cccc(C(=O)C2=C3SC=C(c4ccccc4)N3CC2)c1	-0.2%	7
Cc1cccc(C)c1OCC(=O)N(Cc1cccs1)C1CCS(=O)(=O)C1 (centres undefined)	-1.7%	.
CC(C)(C)c1ccc(/C=C2/SC(N3CCCC3)=NC2=O)cc1	0.3%	-4
COc1ccc(/C=N/NC(=O)c2ccc(CN3c4cccc5cccc(c45)S3(=O)=O)cc2)cc1	-5.1%	0
COCCSc1nnc(NS(=O)(=O)c2ccc(F)cc2)s1	-0.8%	-9
CS(=O)(=O)N(CC(=O)Nc1cccc([N+](=O)[O-])c1)c1ccccc1F	-7.2%	-10
CN(C)S(=O)(=O)c1ccc(C(=O)Nc2ccc(OCC(=O)N3CCOCC3)cc2)cc1	-0.9%	13
O=C(Nc1nc2c(Cl)cccc2s1)c1ccc(Br)o1	0.9%	.

Reprinted at random: three records from the list.
smiles	GlmU inhibition	Mtb RmlCD inh
CN(C)S(=O)(=O)c1ccc(C(=O)Nc2ccc(OCC(=O)N3CCOCC3)cc2)cc1	-0.9%	13
O=C(Nc1nc2c(Cl)cccc2s1)c1ccc(Br)o1	0.9%	.
COCCSc1nnc(NS(=O)(=O)c2ccc(F)cc2)s1	-0.8%	-9

Complete entries, looked up by structure. Order of screens: GlmU inhibition, Mtb RmlCD inh
COc1ccc(/C=N/NC(=O)c2ccc(CN3c4cccc5cccc(c45)S3(=O)=O)cc2)cc1 is entered as -5.1%, 0
CN(C)S(=O)(=O)c1cccc(C(=O)C2=C3SC=C(c4ccccc4)N3CC2)c1 is entered as -0.2%, 7
COCCSc1nnc(NS(=O)(=O)c2ccc(F)cc2)s1 is entered as -0.8%, -9
Cc1ccc(C)c(N2CCN(C(=O)c3cccn4c(=O)c5sccc5nc34)CC2)c1 is entered as -3.3%, -7
CCn1cc(/C=C/C(=O)Nc2c(C)nn(Cc3ccccc3C)c2C)cn1 is entered as -4.0%, -10

Additional entries
smiles	GlmU inhibition	Mtb RmlCD inh
Brc1ccccc1-c1nnc(COc2ncnc3c2cnn3-c2ccccc2)o1	1.4%	.
O=c1c2c(nc3nc(SCc4ccccc4)[nH]n13)CCC2	-3.9%	11
Cc1ccc(-c2cc(C(=O)NCc3ccccn3)c3ccccc3n2)cc1	-0.6%	4
C=CCNc1nc(S(=O)Cc2ccc(C)cc2)nc2c1CCCC2 (centres undefined)	4.5%	5
Brc1ccc2c(c1)C(OC1CN3CCC1CC3)c1ccccc1CS2 (centres undefined)	-6.6%	-9
CC(C)CC(=O)NC(=S)Nc1cccc(NC(=O)c2ccccc2Cl)c1	-1.1%	-11
Cc1ccc2nc(N3CCOCC3)c(C=O)c(=O)n2c1	-4.3%	-10
O=C(c1ccc(N2CCCCC2)c([N+](=O)[O-])c1)N1CCN(c2ccccn2)CC1	-3.3%	7
CCCC12CN3CN(C1)CC(CCC)(C3)C2O (centres undefined)	1.3%	.
CC(C)NC(=O)Cn1nnc(-c2ccc(Cl)cc2)n1	1.3%	-6
CCOc1ccc(N=C2NC(=O)C(CC(=O)Nc3ccc(OC)cc3)S2)cc1 (centres undefined)	-5.6%	-9
CC(C)C(NS(=O)(=O)c1ccc(Br)s1)C(=O)O (centres undefined)	-2.6%	10
Cc1ccc(C(=O)NC(=C(Cl)Cl)S(=O)(=O)c2ccc(C)cc2)cc1	-0.6%	.
O=C1NC(=O)N(Cc2ccccc2Cl)C(=O)/C1=C/N1CCOCC1	-3.0%	.
COC(=O)Cc1c(C(=O)OC)nnn1-c1ccc(OC(F)(F)F)cc1	-2.4%	61
COc1ccc(NC(=S)NC(NC(=O)c2cccc3ccccc23)C(Cl)(Cl)Cl)c([N+](=O)[O-])c1 (centres undefined)	2.7%	?
CCOCCCNC(=O)CN1CCN(c2ccc(F)cc2)CC1	-1.9%	.
COc1c(Cl)cc(Cl)cc1C(=O)Nc1ccc(NC(=O)c2cccs2)cc1	-3.4%	.
CCOC(=O)Cn1c(-c2ccccc2)ccc(C#N)c1=O	-5.7%	14
O=C(CN1CCN(c2ccccc2F)CC1)N1N=CCC1c1ccccc1 (centres undefined)	2.3%	25
O=C(c1ccc(C(F)(F)F)cc1)C1CCCN(C(=O)CN2C(=O)CSC2=O)C1 (centres undefined)	-0.4%	.
CSc1cccc(NC(=O)CCc2ccccc2)c1	3.7%	-13
Cc1ccc(OCc2nnc(SCC(=O)c3cccs3)n2-c2ccccc2)cc1C	2.5%	.
CCOc1ccc(NC(=S)N2c3ccccc3CC2C)cc1 (centres undefined)	-3.2%	9
Cc1ccc(C2(C)NC(=O)N(CC(=O)Nc3c(C)n(C)n(-c4ccccc4)c3=O)C2=O)cc1 (centres undefined)	2.8%	8
O=C(Cc1coc2ccc3ccccc3c12)NC1CCCc2ccccc21 (centres undefined)	3.0%	.
CCN1CCN(C(C(=O)NC2CCCCC2)c2ccc(Cl)cc2)CC1 (centres undefined)	-6.1%	-9
CCS(=O)(=O)c1cc([N+](=O)[O-])c(Sc2ccccc2NC(C)=O)s1	2.3%	85
COc1ccc(/C=C2\NC(=S)N(CC3CCCO3)C2=O)c(OC)c1C (centres undefined)	0.6%	-6
O=[N+]([O-])c1c(NCCO)cc(N2CCC3(CC2)OCCO3)c2nonc12	1.7%	1
CC(C)(C)C1=NN(c2ccc([N+](=O)[O-])cc2)C(c2ccccc2)C1 (centres undefined)	-4.9%	12
COc1ccc(S(=O)(=O)Nc2ccc(NC(C)=O)cc2)cc1OC	-0.4%	.
COc1ccc(CC(=O)Nc2ccccc2Oc2ccccc2)cc1	-1.3%	-9
O=C(CSc1nnc(-c2cnccn2)n1Cc1ccco1)c1ccc(Cl)cc1	4.9%	.
CCCc1nc2c(C)ccc(C)c2c(N)c1CC	-4.8%	6
Cc1cc(C)c(OCC(O)CNC(C)(C)C)c(C)c1 (centres undefined)	-7.8%	-4
O=C(CN1CCOCC1)Nc1c(C(=O)C2CC2)oc2ccccc12	-4.7%	-7
CC1CC=C2C(C#N)=C(N)C(C#N)(C#N)C(c3cccs3)C2C1 (centres undefined)	.	-9
COc1ccc(C)cc1NS(=O)(=O)c1ccc(NS(=O)(=O)c2ccc(NC(C)=O)cc2)cc1	-2.6%	.
Cc1ccnc2c1NC(=O)c1cccnc1N2C1CC1	-1.8%	-1
COc1cc(NC(=O)c2c(F)cccc2F)c(Cl)cc1Cl	-2.5%	-35
CCn1c2ccccc2c2cc(NC(=O)c3ccc(Br)o3)ccc21	0.9%	34
CCOC(=O)c1cc(NCc2cccs2)ccc1N1CCOCC1	0.8%	30
COc1ccc(N2C(=O)C3CC=C(Cl)CC3C2=O)cc1 (centres undefined)	-1.1%	8
CCn1cc([N+](=O)[O-])c(C(=O)N2CCOCC2)n1	6.6%	.
CCn1nc(C)c(C(=O)Nc2cc(Oc3cc(C)cc(C)c3)cc([N+](=O)[O-])c2)c1C	1.1%	-2
Cc1cc(C)c(C#N)c(N2CCOCC2)n1	2.4%	.
CCN(CC)C(=O)c1cc(-c2ccccc2OC)on1	-2.1%	-11
O=S(=O)(c1cccs1)N1CCCc2cccc(O)c21	4.7%	.
CC1c2ccccc2N(NC(=O)Cc2ccccc2)C1C (centres undefined)	-2.5%	6
COc1ccc(NC(=O)N(C2CCCCC2)C(C)c2ccco2)c(OC)c1 (centres undefined)	-0.3%	.
CCN(CC)c1nc2c(s1)C(=O)CC(C)(C)C2	-2.5%	10
CN1CCN(C(=S)c2ccc(-c3cccc(Cl)c3Cl)o2)CC1	4.1%	4
Cc1c(Nc2nc(C(F)(F)F)nc3ccccc23)c(=O)n(-c2ccccc2)n1C	-1.4%	-11
COCCN1C(=O)N[C@@H](c2ccccc2)[C@H](C(C)=O)[C@H]1C	-2.0%	.
O=C(NCc1ccccn1)C1CCC(=O)N1C1CCCC1 (centres undefined)	-2.2%	.
CCOC(=O)N1CCN(Cc2nc(N)nc(Nc3ccc(OCC)cc3)n2)CC1	2.2%	-10
O=C(COc1ccc2oc3c(c2c1)CCCC3)Nc1ccccn1	-0.6%	14
O=C1OC(c2ccc(F)cc2)=N/C1=C\c1ccc(Br)o1	-1.2%	0
Fc1ccc(NCc2cn3ccccc3n2)cc1	4.5%	.

New compounds follow
smiles	GlmU inhibition	Mtb RmlCD inh
CCOC(=O)C1(Cc2ccccc2C(F)(F)F)CCN(C2CCC2)CC1	2.7%	.
N#Cc1ccccc1Cn1c(=O)n(Cc2ccc(C(=O)NCc3ccco3)cc2)c(=O)c2ccccc21	-1.7%	-9
Nc1nc(Nc2cccc(C(F)(F)F)c2)nc(C(F)(F)F)n1	-2.9%	.
S=C(NC1CCCCC1)N1CCOCCOCCN(C(=S)NC2CCCCC2)CCOCCOCC1	4.2%	.
Cc1cc(C(=O)N/N=C/C=C/c2cccc([N+](=O)[O-])c2)n[nH]1	0.0%	0
Cc1ccccc1OCc1nc2ccccc2c(=O)n1/N=C/c1cn[nH]c1-c1ccc(Br)cc1	5.7%	-11
CC1=CN2C(=N)/C(=C/c3ccco3)C(=O)N=C2S1	5.8%	10
CCOC(=O)CCc1c(C)nc(SCCCn2c(=O)[nH]c3ccccc32)c(C#N)c1C	-0.7%	.
COc1cc(CC(=O)Nc2ccc3nc(SC)sc3c2)cc(OC)c1OC	-1.0%	11
Cc1cccc(-n2ncc3c(N4CCC(C)CC4)ncnc32)c1	-8.7%	8
CCC1C(=O)CC(c2ccco2)NC1c1ccco1 (centres undefined)	-3.1%	.
Cc1cc(C)c(NC(=O)C2CCCN2CCO)c(C)c1 (centres undefined)	0.7%	-10
O=C(CSc1nnc(COc2ccccc2)n1Cc1ccco1)c1ccc(F)cc1	-0.4%	34
CCOC(=O)C1=C(C)NC2=C(C1c1ccc([N+](=O)[O-])cc1)S(=O)(=O)c1ccccc12 (centres undefined)	-1.8%	-4
Cc1ccc(OCC(=O)c2c(O)c3ccccc3oc2=O)cc1C	1.0%	.
CCSc1nnc(NS(=O)(=O)c2ccc(C)cc2)s1	-1.6%	5
CC(C)CNC(=O)COC(=O)c1ccccc1OCC(=O)Nc1ccc(Br)cc1	-1.7%	-8
O=C(NN1CCOCC1)c1cc(S(=O)(=O)Nc2cccc(C(F)(F)F)c2)ccc1Cl	6.2%	4
CCOC(=O)N1CCN(C(=O)CSc2nnc(-c3cc(OC)ccc3OC)o2)CC1	1.3%	6
COc1cccc(N2CCN(CC(=O)NC(=O)NCc3ccco3)CC2)c1	-5.2%	-10
O=C(N/N=C/c1ccc(OC(F)F)cc1OC(F)F)c1cccc(S(=O)(=O)N2CCOCC2)c1	-5.5%	-8
CC(=O)c1ccc(N2C(=O)[C@@H]3C(C(=O)CCN4C(=O)c5ccccc5C4=O)=NN[C@@H]3C2=O)cc1	-1.7%	.
COc1ccc(-c2nnc(SCc3cccnc3)o2)cc1	1.8%	.
CC1(C)CC(=O)C(C(C2=C(O)CC(C)(C)CC2=O)c2ccc(O)c([N+](=O)[O-])c2)=C(O)C1	6.6%	3
O=C(COc1ccc(/C=N/NC(=O)c2cc3ccccc3o2)cc1Cl)Nc1ccccc1	-9.9%	-3
O=C(CCCc1cccs1)Nc1nc(-c2ccc(F)cc2)cs1	-4.4%	9

The list is partial (hit frequency here may not be typical).
